# Compound activity as filed in PubChem BioAssay.
# NTR1 ag: NTR1-driven beta-arrestin-GFP spot formation – imaging, U2OS cells, high content, primary screen (AID 493036) | P30989 | agonist mode | activation, % at 20 µM | hit rate 0.17% among 330,000;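 active = activation at or above 40% of the spot to cytoplasm intensity ratio, with at least 20 cells analyzed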;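 also: 0% = DMSO without peptide and 100% = 100 nM NTR1 peptide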
# Target sequence (P30989 whole entry, looked up): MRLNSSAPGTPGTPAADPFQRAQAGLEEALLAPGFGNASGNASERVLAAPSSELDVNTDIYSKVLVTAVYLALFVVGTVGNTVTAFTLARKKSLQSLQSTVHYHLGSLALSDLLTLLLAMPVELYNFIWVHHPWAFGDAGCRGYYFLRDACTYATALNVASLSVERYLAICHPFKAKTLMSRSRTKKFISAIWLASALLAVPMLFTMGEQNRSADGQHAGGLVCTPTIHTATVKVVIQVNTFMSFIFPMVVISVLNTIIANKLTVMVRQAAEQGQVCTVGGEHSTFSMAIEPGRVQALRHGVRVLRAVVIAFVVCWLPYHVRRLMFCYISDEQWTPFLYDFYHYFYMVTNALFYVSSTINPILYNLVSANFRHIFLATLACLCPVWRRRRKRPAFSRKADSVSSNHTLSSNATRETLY
# T cell HTS: modulates CD8 T cell binding to vesicles | 2C CD8+ T cell-vesicle binding, flow cytometry; active compounds read low | calls only at 7 µM | hit rate 0.068% among 330,000;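 active = response, share of CD8 T cells binding vesicles, and their 90th percentile fluorescence all below set limits, cut at about 80% in these data, passing the limit was not always enough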
#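 System: murine 2C transgenic CD8+ T lymphocytes; also added: QL9-loaded Drosophila micro-vesicles; times: binding 1.5 h at 37 °C; measured by: flow cytometry, PE anti-B7-1 (FL2) versus Alexa647 anti-CD8 (FL8), PFA-fixed; control set: Peptide-free naked vesicles (low) and QL9 vesicles with 0.7% DMSO vehicle (high)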
# Myeloid diff 2: compounds promoting myeloid differentiation | calls only at 10 µM | hit rate 1% among 360,000 | ER-HoxA9 myeloid progenitors, lysozyme-GFP differentiation, flow cytometry;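 active = normalized GFP-positive differentiation at or above the plate's own cutoff, the solvent-only control mean plus 3 SD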;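 also: cells exposed to compound for four days before flow analysis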
# T cell HTS vesicle-bound %: also measured in T cell HTS; calls as there; double positive events, %; measured here: CD8+ vesicle-bound cell fraction;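 binding gate set so that unloaded-vesicle control wells show 10% double positive cells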
# NTR1 ag cell count 20 µM: second read-out of NTR1 ag, no call of its own (marks repeat the call); cell count; measured here: cell count, cytotoxicity flag
# Myeloid diff 2 GFP+ MAC1+ %: recorded beside Myeloid diff 2, whose call it bears; GFP+ MAC1+ double positive, %; measured here: differentiation confirmed by MAC1 staining
# * hit, by the source's call; i = inactive; + = active, no number. Only part of the results is shown; rates above refer to the full screens.
# Below each compound – NTR1 ag	NTR1 ag cell count 20 µM	T cell HTS	T cell HTS vesicle-bound %	Myeloid diff 2	Myeloid diff 2 GFP+ MAC1+ %
1) CCN1C(=O)N[C@@H](c2cccc(C(F)(F)F)c2)[C@H](C(=O)OC)[C@H]1C
 : -4.3	92	i	29	i	1.5
2) CCOC(=O)c1[nH]c(C)c(C(=O)OCC(=O)N(Cc2ccccc2)C(C)C)c1C
 : 5.5	68	i	42	i	0.5
3) CCOC(=O)C1CCCN(CC(=O)N(C)c2c(N)n(Cc3ccccc3)c(=O)[nH]c2=O)C1 (stereo not drawn)
 : -2.7	83	i	37	i	0.4
4) CC(=O)O[C@H]1C[C@@H]2CC[C@@H]3[C@H](CC[C@@]4(C)[C@H]3C[C@H]([N+]3(C)CCCCC3)[C@@H]4OC(C)=O)[C@@]2(C)C[C@@H]1[N+]1(C)CCCCC1
 : 1.3	46	i	20	i	0.9
5) Cc1ccc(C)c(S(=O)(=O)Nc2ccc(S(=O)(=O)Nc3ncccn3)cc2)c1
 : 0.7	75	i	40	i	0.3
6) COc1ccc(C(CNC(=O)c2cccc(S(=O)(=O)N(C)c3ccccc3)c2)N2CCCC2)cc1 (stereo not drawn)
 : -0.4	69	i	28	i	2.5
7) COc1ccc(OC)c(S(=O)(=O)Nc2cc3c4c(c2)CCN4C(=O)CC3)c1
 : -0.5	55	i	24	i	0.3
8) O=C(Nc1cccc(-c2ccc(N3CCCCC3)nn2)c1)c1ccco1
 : -0.8	60	i	31	i	0.4
9) CCN(CC(=O)Nc1cc(Cl)ccc1C)C(=O)c1nc2nc(C)cc(C)n2n1
 : 3.1	52	i	18	i	0.8
10) O=C(c1ccc(Cl)c([N+](=O)[O-])c1)N1CCN(S(=O)(=O)c2ccc(Cl)cc2)CC1
 : 7.0	52	i	43	i	0.7
11) COC(=O)[C@H]1[C@@H](C)N(Cc2ccccc2)C(=O)N[C@H]1c1cccc(C(F)(F)F)c1
 : 2.5	84	i	49	+	3.5*
12) C#CCOCCOCCOCCNc1nc(N2CCN(C(=O)CCCCCCCCCCNC(=O)[C@@H](CCSC)n3cc(CCO)nn3)CC2)nc(N2CCN(C(=O)CCCCCCCCCCNC(=O)[C@H](CCSC)n3cc(CCO)nn3)CC2)n1
 : 2.2	101	i	9	i	2.5
13) CN(Cc1ccccc1)S(=O)(=O)CCNC(=O)c1ccc2c(c1)OCO2
 : -0.3	65	i	10	i	0.5
14) COCC(C)n1c(C)cc(C(=O)COC(=O)c2cc(=O)[nH]c3ccccc23)c1C (stereo not drawn)
 : -0.9	53	i	42	i	1.3
15) Cc1ccc(NC(=O)COC(=O)CCC2CCCC2)cc1S(=O)(=O)N1CCOCC1
 : 2.7	63	i	49	i	0.6
16) CCc1ccc([C@@H]2CC=C(C(=O)O)[C@H](c3ccccc3F)N2S(=O)(=O)c2ccc(C)cc2)cc1
 : 2.7	103	i	20	i	2.4
17) CC(C)(C)OC(=O)C[C@@H]1C/C=C\C[C@H](CC(=O)N(CCO)Cc2ccccc2)C(=O)N[C@@H](Cc2ccccc2)COC1=O
 : 4.2	56	i	27	i	1.5
18) O=c1[nH]c(-c2ccccc2)nc(-c2ccccc2)c1Cl
 : 1.1	42	i	32	i	0.4
19) CC(CNC(=O)CN1C(=O)NC2(CCOc3ccccc32)C1=O)c1ccccc1 (stereo not drawn)
 : -0.5	71	i	56	i	0.7
20) CC(Sc1nnc(N)s1)C(=O)NNC(=O)c1cccc(Cl)c1 (stereo not drawn)
 : 1.3	60	i	50	i	1.2
21) CC(=O)Nc1ccc(S(=O)(=O)N(C)CC(=O)OCC(=O)c2ccc3c(c2)NC(=O)CO3)cc1
 : -1.1	73	i	6	i	0.9
22) C[C@@H]1COC(=O)[C@@H](CC(=O)OC(C)(C)C)C/C=C\C[C@@H](CC(=O)N[C@H](CO)Cc2ccccc2)C(=O)N1
 : 3.7	51	i	21	i	2.3
23) CO[C@@]12[C@H](COC(N)=O)C3=C(C(=O)C(C)=C(N)C3=O)N1C[C@@H]1N[C@@H]12
 : 0.5	59	i	48	i	1.9
24) Nc1cc(S(=O)(=O)N2CCCCC2)ccc1N1CCCCC1
 : 0.0	50	i	47	i	0.5
25) O=C(COC(=O)c1cc2ccccc2cc1O)NC1CCCCC1
 : 0.1	68	i	54	i	0.8
26) CCCc1cc(NC(=O)COC(=O)c2ccc(O)cc2O)n(-c2ccccc2)n1
 : 7.1	65	i	31	i	1.6
27) COCCCN(C(=O)CCOc1ccc(C(C)(C)C)cc1)c1c(N)n(Cc2ccccc2)c(=O)[nH]c1=O
 : 1.3	70	i	13	i	1.2
28) O=C(CCNC(=O)c1ccc(Br)cc1)Nc1ccc(S(=O)(=O)Nc2ncccn2)cc1
 : -0.3	68	i	47	i	1.1
29) CCCCN(C(=O)COC(=O)c1ccc(C)s1)c1c(N)n(CCC)c(=O)[nH]c1=O
 : 0.1	63	i	47	i	1.3
30) O=C(Nc1ccc(Cl)cc1)c1nc[nH]c1C(=O)NCc1ccccc1
 : 50*	66*	i	21	i	1.1

# The list goes on; the last 6 above are carried over.
# Below each compound – NTR1 ag	NTR1 ag cell count 20 µM	T cell HTS	T cell HTS vesicle-bound %	Myeloid diff 2	Myeloid diff 2 GFP+ MAC1+ %
25) O=C(COC(=O)c1cc2ccccc2cc1O)NC1CCCCC1
 : 0.1	68	i	54	i	0.8
26) CCCc1cc(NC(=O)COC(=O)c2ccc(O)cc2O)n(-c2ccccc2)n1
 : 7.1	65	i	31	i	1.6
27) COCCCN(C(=O)CCOc1ccc(C(C)(C)C)cc1)c1c(N)n(Cc2ccccc2)c(=O)[nH]c1=O
 : 1.3	70	i	13	i	1.2
28) O=C(CCNC(=O)c1ccc(Br)cc1)Nc1ccc(S(=O)(=O)Nc2ncccn2)cc1
 : -0.3	68	i	47	i	1.1
29) CCCCN(C(=O)COC(=O)c1ccc(C)s1)c1c(N)n(CCC)c(=O)[nH]c1=O
 : 0.1	63	i	47	i	1.3
30) O=C(Nc1ccc(Cl)cc1)c1nc[nH]c1C(=O)NCc1ccccc1
 : 50*	66*	i	21	i	1.1
31) O=C(CN1C(=O)NC2(CCCC2)C1=O)NNC(=O)c1ccc(F)cc1
 : 1.5	64	i	54	i	0.9
32) Cc1nn(CC(=O)NC2CCC(C)CC2)c(=O)c(C#N)c1C (stereo not drawn)
 : 1.7	42	i	46	i	0.2
33) COc1ccc(CCC(=O)OCC(=O)Nc2c(C)nn(-c3ccccc3)c2C)cc1
 : -0.3	72	i	28	i	0.4
34) Cn1c(=O)c2[nH]c(CCCC(=O)O)nc2n(Cc2ccccc2)c1=S
 : -1.2	86	i	64	i	0.6
35) O=C(COC(=O)c1ccc2ncsc2c1)Nc1ccc(Cl)cc1
 : 0.7	71	i	26	i	2.0
36) COC(=O)c1c(C)[nH]c(C(=O)CN2C(=O)C3CC=CCC3C2=O)c1C (stereo not drawn)
 : -0.2	53	i	46	i	0.6
37) CC(C)C(NC(=O)c1ccc(F)cc1)C(=O)NC1(C)CCS(=O)(=O)C1 (stereo not drawn)
 : 0.6	53	i	52	i	0.5
38) O=C(COC(=O)c1ccc([N+](=O)[O-])o1)NC1CCCCC1
 : -0.9	58	i	11	i	0.7
39) CCOC(=O)c1c(NC(=O)CN2C(=O)NC3(CCCC3)C2=O)sc(C)c1CC
 : 2.7	58	i	35	i	0.7
40) Cc1ccc(NC(=O)Nc2ccccc2)nc1
 : -0.8	35	i	34	i	1.1
41) CCn1c(SCC(=O)N(C)CC(=O)Nc2cccc(OC)c2)nnc1-c1ccco1
 : -0.8	58	i	49	i	0.9
42) O=C(C[C@@H]1C/C=C\C[C@H](Cc2ccc(F)cc2)C(=O)OC[C@@H]2CCCN2C1=O)N[C@H](CO)Cc1ccccc1
 : 24	47	i	19	i	1.6
43) CCCCn1nc(C(=O)Nc2cccc(C(=O)NC3CC3)c2)c2ccccc2c1=O
 : 2.4	63	i	36	i	0.9
44) COc1ccc(C(=O)CCc2ccccc2)c(O)c1
 : 0.7	44	i	32	i	0.5
45) COc1cc(C#Cc2c(-c3ccccc3OC)oc3ccccc23)cc(OC)c1
 : 2.9	61	i	38	i	1.0
46) COc1cccc(C(=O)Nc2cccc(-c3ccc(N4CCOCC4)nn3)c2)c1
 : 0.3	56	i	52	i	1.3
47) O=C(c1ccc([N+](=O)[O-])o1)N(Cc1nnc(-c2ccccc2Cl)o1)C1CC1
 : -0.9	58	i	38	i	0.3
48) C=CCNc1nc(C(=O)OCC(=O)c2ccc(Cl)cc2)cs1
 : -0.4	72	i	31	i	0.3
49) O=C(Nc1ccccc1)Nc1ccc(Cl)nc1Cl
 : 1.6	43	i	34	i	0.7
50) C[C@@H]1CCCCCCCCC(=O)OCCN(C(=O)OC(C)(C)C)[C@H](C)CCCCCCCCC(=O)OCCN(C(=O)OC(C)(C)C)[C@H](C)CCCCCCCCC(=O)OCCN(C(=O)OC(C)(C)C)[C@H](C)CCCCCCCCC(=O)OCCN1C(=O)OC(C)(C)C
 : -2.5	49	i	8	i	1.2
51) CCN(CC(=O)Nc1c(F)cccc1F)C(=O)CN1C(=O)NC2(CCCC2)C1=O
 : 0.9	56	i	39	i	0.3
52) O=C(O)CN1CCN(Cc2ccccc2Cl)C1=O
 : -0.3	76	i	57	i	5.5
53) COc1cc(-c2noc(C)c2C(=O)NCCCN2CCCC2=O)cc(OC)c1OC
 : -1.1	61	i	19	i	2.3
54) COC(=O)c1sccc1NC(=O)c1ccccc1Br
 : -1.2	53	i	28	i	0.3
55) O=C(COC(=O)COc1ccc(Cl)cc1Cl)NC1CCS(=O)(=O)C1 (stereo not drawn)
 : -0.3	60	i	45	i	1.2
56) O=C(CN1C(=O)NC2(CCOc3ccccc32)C1=O)NCc1ccccc1 (stereo not drawn)
 : 1.8	57	i	47	i	1.2
57) CC1(C)O[C@@H]2[C@H](O1)[C@@H](CO)O[C@H]2n1cc(Br)c(=O)[nH]c1=O
 : 0.1	55	i	12	i	2.2
58) COc1ccc(-c2csc(NC(C)c3nc4cc(C(=O)NCCCO)ccc4n3Cc3ccc(C)cc3)n2)cc1 (stereo not drawn)
 : 5.5	84	i	43	i	0.5
59) Cc1ccc(S(=O)(=O)N(C)c2ccc(OCC(=O)Nc3ccc(C(=O)N(C)C)cc3)cc2)cc1C
 : -0.1	41	i	32	i	0.5
60) CC1(C)Cc2cccc(OCC(=O)NCc3ccc(F)cc3)c2O1
 : -3.0	60	i	31	i	0.2
61) C#CCOCCOCCOCCNc1nc(N2CCN(C(=O)C([C@@H](C)O)n3cc([C@@H](N)CCCCN)nn3)CC2)nc(N2CCN(C(=O)[C@H](CC(N)=O)n3cc([C@@H](N)C(C)C)nn3)CC2)n1 (stereo partly drawn)
 : -2.9	56	i	11	i	0.6
62) Cc1cnc(C(=O)OCC(=O)Nc2ccc3c(c2)OCCO3)cn1
 : 0.3	50	i	30	i	1.1
63) COc1ccc(C(=O)Nc2ccc3nc(N4CCOCC4)sc3c2)cc1OC
 : 0.8	53	i	36	i	1.3
64) Cc1c(Cl)cccc1NC(=O)COC(=O)Cc1ccsc1
 : -1.4	46	i	42	i	0.3
65) COc1ccc([C@H]2CC(=O)C=C(c3cccc(CO)c3)C2)cc1OC
 : -0.9	48	i	37	i	0.8
66) C[C@@H]1CN([C@H](C)CO)C(=O)c2cc(NC(=O)Cc3ccccc3)ccc2O[C@H]1CN(C)Cc1ccc(Oc2ccccc2)cc1
 : 9.1	63	i	16	i	1.4
67) CCCc1cc(=O)oc2c(C)c(OS(C)(=O)=O)ccc12
 : 1.4	41	i	36	i	0.8
68) CC1=C(C(=O)OCc2ccccc2)C(c2cccc3ccccc23)NC(=O)N1CCCC(=O)O (stereo not drawn)
 : 0.7	60	i	14	i	1.1
69) CC(C)NC(=O)Nc1ccc2c(c1)C(=O)N([C@@H](C)CO)C[C@@H](C)[C@@H](CN(C)S(=O)(=O)c1ccc(F)cc1)O2
 : -2.3	50	i	17	i	0.2
70) CC(C)CN(C(=O)COC(=O)c1ccc([N+](=O)[O-])s1)c1c(N)n(Cc2ccccc2)c(=O)[nH]c1=O
 : 1.2	66	i	20	i	1.8
71) Cc1nc2ccc(NC(=O)c3oc4ccc(F)cc4c3C)cc2s1
 : -2.4	72	i	42	i	0.8
72) N#CC1(NC(=O)CN2C(=O)NC(Cc3c[nH]c4ccccc34)C2=O)CCCCC1 (stereo not drawn)
 : 0.8	73	i	46	i	1.1
73) CCOc1ccccc1NC(=O)CN1c2cccc3cccc(c23)S1(=O)=O
 : 1.8	60	i	37	i	1.0
74) CC(C(=O)Nc1ccc(N2CCOCC2)cc1)N1C(=O)NC(C)(C)C1=O (stereo not drawn)
 : -0.6	65	i	36	i	0.4
75) O=C(c1ccc(F)c(S(=O)(=O)N2CCOCC2)c1)N1CCN(c2ncccn2)CC1
 : 1.8	53	i	25	i	0.3
76) Cc1oc(-c2ccccc2)nc1C(=O)OCC(=O)NCc1ccc(Cl)cc1
 : 1.4	94	i	11	i	0.1
77) CN(CC(=O)Nc1ccc(F)cc1)C(=O)COC(=O)CSc1ccc(F)cc1
 : 0.6	55	i	46	i	0.7
